SRC1 TRFRET art = TR-FRET artefact, counter-screen to PPARgamma/SRC-1 agonist assay; TR-FRET detection artefact counter-screen, emission ratio; active compounds read high; TR-FRET ratio at 8 µM; actives 0.34% (n = 99,000); AID 1051; in the data active means TR-FRET ratio above about 2300; further: inactives centre near 1800; reference of the scale not given here
SRC3 TRFRET art = flags TR-FRET format artefacts in PPARgamma SRC-3 recruitment agonist screen. TR-FRET artefact counter-screen, PPARgamma/SRC-3 format; active compounds read high. TR-FRET ratio at 8 µM. actives 0.39% (n = 99,000); in the data active means TR-FRET ratio above about 2000; further: inactives centre near 1600; reference of the scale not given here
Starred values were filed as active, the others as inactive.

cpd | mol | SRC1 TRFRET art | SRC3 TRFRET art
1 | Cc1cc(C)nc(SCc2nnc(SCC(N)=O)o2)n1 | 2064 | 1555
2 | CCOC(=O)c1c(NC(=S)Nc2ccc(OC)cc2)sc2c1CCC2 | 1583 | 1631
3 | CC(C)(C)Nc1nc(Cl)nc(N(C#N)CN2C(=O)c3ccccc3S2(=O)=O)n1 | 1934 | 1623
4 | O=C(Nc1ccccc1)Nc1cccc2nsnc12 | 1721 | 1574
5 | Cc1cccc(N2CC(c3nc4ccccc4n3C)CC2=O)c1C (stereo unspecified) | 1882 | 1549
6 | CN(C)C(=O)CCSc1nnc(-c2ccco2)o1 | 1932 | 1669
7 | O=C(N/N=C/c1c[nH]c2ccc(Br)cc12)c1ccc2c(c1)OCO2 | 1412 | 1292
8 | Nc1cc(OCC(F)(F)F)cc([N+](=O)[O-])c1 | 1837 | 1678
9 | CCO[C@H]1OC(C(=O)N2CCN(Cc3ccccc3)CC2)=C[C@@H](c2ccc(C(F)(F)F)cc2)[C@@H]1CCCO | 1791 | 1634
10 | CC(=O)/C(=N/Nc1cccc(Cl)c1)Sc1nnc(C(O)c2ccccc2)n1-c1ccccc1 (stereo unspecified) | 1491 | 1518
11 | S=C(NC12CC3CC(CC(C3)C1)C2)N1CCOCC1 | 1902 | 1673
12 | O=C(O)c1cccc(Nc2nc(-c3cccnc3)nc3ccccc23)c1 | 1879 | 1566
13 | COc1cc(/C=C2\SC(=S)N(CC(=O)Nc3ccccn3)C2=O)cc(OC)c1OC | 2018 | 1794
14 | Cc1ccc(CN2C(=O)c3ccccc3NC23CCN(Cc2ccccc2)CC3)cc1 | 1614 | 1551
15 | CCOc1cc(-c2nnc(-c3ccco3)o2)cc(OCC)c1OCC | 1778 | 1427
16 | COC(=O)C1=CN(Cc2ccc(OC)cc2)C=C(C(=O)OC)C1c1ccsc1 | 1510 | 1407
17 | O=C(O)c1ccccc1NS(=O)(=O)c1ccc(NNC(=S)Nc2ccc(OC(F)F)cc2)c([N+](=O)[O-])c1 | 2104 | 1880
18 | Cc1ccc(-c2nnn(CC(=O)N(Cc3cccs3)C(C(=O)NCC3CCCO3)c3ccco3)n2)o1 (stereo unspecified) | 1739 | 1563
19 | CCN(C(=O)COC(=O)c1c2c(nc3ccccc13)/C(=C/c1ccccc1)CC(C)C2)C1CCS(=O)(=O)C1 (stereo unspecified) | 2002 | 1443
20 | Cc1cnc(C(=O)Nc2ccc(C)c(S(=O)(=O)N(C)C)c2)cn1 | 1897 | 1704
21 | CCN(CC)CCNC(=O)c1cc(S(C)(=O)=O)ccc1OC | 1690 | 1564
22 | C/C(=N\NC(=O)CCc1c[nH]c2ccccc12)c1cccc([N+](=O)[O-])c1 | 1804 | 1626
23 | Cc1ccc(Cn2c(=O)c3cccnc3n(CC(=O)Nc3cccc(C(F)(F)F)c3)c2=O)cc1 | 1978 | 1961
24 | Cc1ccc(NC(=O)COC(=O)[C@H](C)NC(N)=O)c(C)c1 | 1800 | 1659
25 | CC(C)NC(=O)NC(=O)COC(=O)c1ccc(OC(F)(F)F)cc1 | 1902 | 1772
26 | CCN(CCn1cccn1)Cc1nc(Cc2cccc(F)c2)no1 | 1546 | 1404
27 | CCCn1c(N)c(N(CCOC)C(=O)/C=C/c2ccc(C(=O)OC)cc2)c(=O)[nH]c1=O | 1630 | 1696
28 | Cc1cc(C)c2cc(CN(CC3CCCO3)C(=S)NCc3ccco3)c(=O)[nH]c2c1 (stereo unspecified) | 2100 | 1915
29 | O=C(CSc1nc2[nH]ncc2c(=O)[nH]1)NCc1ccccc1Cl | 1767 | 1693
30 | CC(=O)Nc1ccc(/C=N/NC(=O)CNC(=O)c2ccccc2)cc1 | 1651 | 1670

Of the compounds above, 2 contain a COOH group.
cpd | mol | SRC1 TRFRET art | SRC3 TRFRET art
12 | O=C(O)c1cccc(Nc2nc(-c3cccnc3)nc3ccccc23)c1 | 1879 | 1566
17 | O=C(O)c1ccccc1NS(=O)(=O)c1ccc(NNC(=S)Nc2ccc(OC(F)F)cc2)c([N+](=O)[O-])c1 | 2104 | 1880

Continuation:
cpd | mol | SRC1 TRFRET art | SRC3 TRFRET art
31 | COCCn1cnc2c1c(=O)n(CC(=O)OCC(=O)NCCCc1ccccc1)c(=O)n2Cc1ccccc1 | 1694 | 1537
32 | COc1ccc(-c2[nH]ncc2CN(CCO)Cc2cccs2)c(F)c1 | 1811 | 1441
33 | COc1ccc(CC(=O)OCC(=O)Nc2ccc(Br)cc2)cc1 | 1879 | 1533
34 | CCOC(=O)Cc1csc(N/C(=N/S(=O)(=O)c2ccc(Cl)cc2)c2ccccc2)n1 | 1889 | 1585
35 | O=C(c1ccc2c(c1)OCO2)C1CCCN(Cc2cn[nH]c2-c2ccccc2)C1 (stereo unspecified) | 1745 | 1685
36 | C=CCNC(=O)CC(=O)N/N=C/c1ccc(F)cc1 | 1811 | 1630
37 | CCOc1cc(/C=C2\SC(=O)N=C2N)ccc1O | 1784 | 1913
38 | COc1ccc(NC(=O)CN2C(=O)CSC2=O)cc1 | 1868 | 1441
39 | COc1ccccc1NC(=O)c1ccc2snnc2c1 | 1646 | 1581
40 | CC(C)CC(CO)N1CCN(C(=O)c2ccc(Cl)cc2Cl)CCC1=O (stereo unspecified) | 1609 | 1589
41 | O=C(c1cccc(S(=O)(=O)N2CCCCCC2)c1)N1CCN(c2ccccc2)CC1 | 1747 | 1605
42 | Cc1nc(-c2cnn(-c3ccccc3)c2)c2cc(C)oc2n1 | 1785 | 1484
43 | O=P(O)(O)c1ccccc1OCCOCCOc1ccccc1P(=O)(O)O | 1799 | 1488
44 | O=C(O)CNC(=S)N(Cc1ccccc1)Cc1cccs1 | 1743 | 1432
45 | COc1ccccc1-n1cnnc1SCC(=O)Nc1cc(C)on1 | 1386 | 1660
46 | COc1ccc(C2NCCc3c2[nH]c2ccccc32)cc1CSc1nc2ccccc2s1 (stereo unspecified) | 1840 | 1510
47 | CCCCCNC(=O)c1c[nH]c2ccc(S(=O)(=O)N3CCC4(CC3)OCCO4)cc2c1=O | 1886 | 1763
48 | O=c1cc(CO)oc(C(Nc2ccccn2)c2ccccc2Cl)c1O (stereo unspecified) | 1817 | 1740
49 | CC(C)COc1ccc(C(=O)NC(=S)Nc2ccc(CN3CCOCC3)cc2)cc1 | 1783 | 1627
50 | CCOc1ccc(C2C(C#N)=C(N)Oc3nc[nH]c(=O)c32)cc1 (stereo unspecified) | 1570 | 1510
51 | COc1ccccc1NC(=O)NCc1ccccc1F | 1859 | 1345
52 | Cc1ccc(-n2ncc(C#N)c2/N=C/N2CCCCCC2)cc1 | 1998 | 1701
53 | O=C(OC1CCOC1=O)c1cccc(S(=O)(=O)N2CCc3ccccc3C2)c1 (stereo unspecified) | 1982 | 1715
54 | COC1C=CC(CNC(=O)c2cc3c(=O)n4cccc(C)c4nc3n2C)(OC)O1 (stereo unspecified) | 1864 | 1689
55 | CCNC(=O)c1c(C)nc2ccccn12 | 2035 | 1713
56 | Cn1c(N)c(C(=O)COC(=O)CSc2ccccc2)c(=O)n(C)c1=O | 1811 | 1413
57 | Cc1ccc2oc(NC(=O)N3CCOCC3)cc(=O)c2c1 | 2032 | 1835
58 | COc1ccc(/C=C2/C(=O)N(Cc3ccccc3)N=C2C)cc1 | 1736 | 1500
59 | CCOC(=O)c1c(NC(=O)c2ccc(Br)o2)sc2c1CCCC2 | 1930 | 1620
60 | CSc1nc(C(=O)N2CCCC(C(=O)c3ccc(Cl)cc3)C2)cs1 (stereo unspecified) | 1639 | 1474
61 | CCCN1C(=O)/C(=C/c2ccc(OCC(=O)OCC)cc2)NC1=S | 2031 | 1480
62 | COCCN(CCOC)c1nc(N)c2c(N)nc3c(c2c1C#N)CC(=O)N3Cc1ccc(Cl)cc1 | 1931 | 1667
63 | N#Cc1cc(C(=O)c2cc(Br)ccc2O)cn(Cc2ccccc2)c1=O | 2306 | 1805
64 | CCn1c2c(c(=N)c3c1CCC3)CCC2 | 1592 | 1612
65 | COc1ccc(/C=C(/NC(=O)c2ccc([N+](=O)[O-])cc2)C(=O)NC(C)(C)C)cc1 | 1962 | 1595
66 | CCOC(=O)/C=c1\s/c(=C\c2ccc(C(=O)OC)cc2)c(=O)n1CC(=O)Nc1ccccc1 | 1759 | 1417
67 | Cc1ccc(-c2csc(NC(=O)CSc3nc4ccccc4c(=O)n3CCCN(C)C)n2)cc1 | 1854 | 1838
68 | Cc1ccc(NCc2nnc(SCC(=O)Nc3nnc(C)s3)n2C)cc1 | 1551 | 1498
69 | COc1cccc(C(=O)O/N=C(\N)c2ccncc2)c1OC | 1556 | 1648
70 | COC(OC)C12c3ccccc3C(c3ccccc31)C1C(=O)N(c3cccnc3)C(=O)C12 (stereo unspecified) | 1373 | 1672
71 | O=C(NCCc1csc(-c2cccnc2)n1)c1cccs1 | 1785 | 1635
72 | C#CCOCCOCCOCCNc1nc(N2CCOCC2)nc(N2CCN(C(=O)[C@H]([C@@H](C)CC)n3cc([C@@H](N)CO)nn3)CC2)n1 | 1729 | 1701
73 | Cn1c(C(=O)N2CCc3ccccc3C2)cc2oc3ccccc3c21 | 1844 | 1490
74 | CCN(CC(=O)NCCc1ccccc1)S(=O)(=O)c1ccccc1 | 1552 | 1446
75 | Cc1ccc(NC(=O)COC(=O)c2ccc3c(c2)C(=O)N(CCc2ccccc2)C3=O)c(C)c1 | 1718 | 1506

Laid out differently: 6 of the compounds above.
(65) COc1ccc(/C=C(/NC(=O)c2ccc([N+](=O)[O-])cc2)C(=O)NC(C)(C)C)cc1
(66) CCOC(=O)/C=c1\s/c(=C\c2ccc(C(=O)OC)cc2)c(=O)n1CC(=O)Nc1ccccc1
(67) Cc1ccc(-c2csc(NC(=O)CSc3nc4ccccc4c(=O)n3CCCN(C)C)n2)cc1
(68) Cc1ccc(NCc2nnc(SCC(=O)Nc3nnc(C)s3)n2C)cc1
(69) COc1cccc(C(=O)O/N=C(\N)c2ccncc2)c1OC
(70) COC(OC)C12c3ccccc3C(c3ccccc31)C1C(=O)N(c3cccnc3)C(=O)C12 (stereo unspecified)
Assay by compound,65,66,67,68,69,70
SRC1 TRFRET art,1962,1759,1854,1551,1556,1373
SRC3 TRFRET art,1595,1417,1838,1498,1648,1672

Next part:
cpd | mol | SRC1 TRFRET art | SRC3 TRFRET art
76 | O=C(COC(=O)c1cccc(N2C(=O)c3ccccc3C2=O)c1)Nc1ccccc1 | 1869 | 1606
77 | Cc1ccc(S(=O)(=O)N[C@@H](Cc2ccccc2)C(=O)CCl)cc1 | 1778 | 1609
78 | C/C(=C/C(=O)O)C(=O)Nc1cccc(C(F)(F)F)c1 | 2050 | 1621
79 | COC(=O)c1nc(NC(=O)c2ccc(C(C)(C)C)cc2)n[nH]1 | 1703 | 1480
80 | Cc1ccccc1NC1=NC2(CCCC2)N=C(N)N1 | 1868 | 1432
81 | COc1ccc(-c2[nH]ncc2CN(C)Cc2ccccn2)c(OC)c1 | 1469 | 1432
82 | CC(NC(=O)COc1ccccc1)C(c1cccs1)N1CCCC1 (stereo unspecified) | 1834 | 1557
83 | Nc1c(-c2ccccc2)c(CN2CCOCC2)nn1-c1ccc(C(=O)O)cc1 | 2119 | 1482
84 | CC(C)CC(c1nnnn1Cc1ccc2c(c1)OCO2)N1CCC(C(N)=O)CC1 (stereo unspecified) | 1662 | 1642
85 | Cc1cc(C)cc(C(=O)N2CCN=C2c2ccccc2)c1 | 1950 | 1525
86 | CCC(C)NC(=O)c1ccccc1NC(=O)CN(c1cc(C)ccc1OC)S(C)(=O)=O (stereo unspecified) | 1516 | 1474
87 | CSc1c(CC(=O)Nc2ccccc2)n(Cc2ccccc2)c2ccccc12 | 1710 | 1704
88 | CCn1cc(/C=N\NC(=O)COc2cccc(C)c2C)c(C)n1 | 1810 | 1585
89 | CCc1ccc(N(CC(=O)NCc2ccc(F)cc2)C(=O)c2csnn2)cc1 | 1796 | 1588
90 | Cc1ccc(/C=N/n2c(=O)c(C(C)(C)C)nn3cnnc23)cc1 | 1909 | 1621
91 | CCc1ccccc1Nc1nc(N)nc(CSc2nnnn2C)n1 | 1856 | 1638
92 | O=C(NCc1cccnc1)c1ccccc1[N+](=O)[O-] | 1669 | 1670
93 | O=C(COC(=O)Cc1cccc(C(F)(F)F)c1)Nc1cccc2ccccc12 | 2072 | 1568
94 | CCCCCOc1ccc(/C=c2\sc3nc(=O)c(-c4ccccc4)nn3c2=O)cc1OC | 2103 | 1880
95 | COc1ccc(OCC(=O)N/N=C(/C)Cc2ccccc2)cc1 | 1867 | 1425
96 | O=C(Nc1ccccc1C(F)(F)F)N1CCN(c2ccc3nnc(-c4ccc(F)cc4)n3n2)CC1 | 2029 | 1619
97 | COc1cc2c(cc1OC)C(C(=O)NCCN(C)C)C(c1cccs1)N(C)C2=O (stereo unspecified) | 1834 | 1372
98 | CCC(Oc1ccccc1)C(=O)O/N=C(\N)c1ccc(OC)c(OC)c1 (stereo unspecified) | 1967 | 1584
99 | CCc1ccc(NC(=S)N(CCCN2CCOCC2)Cc2ccccn2)cc1 | 1724 | 1522
100 | O=C(CSc1ccc2ccccc2c1)Nc1ncccn1 | 1989 | 1499
101 | Nc1ccc2nc(CCc3ccccc3)[nH]c2c1 | 1630 | 1396
102 | CC1CC(C)(C)NC(=S)N1CCCC(=O)Nc1ccc(F)c(F)c1 (stereo unspecified) | 1518 | 1260
103 | COc1cccc(-c2nc3ccc([N+](=O)[O-])cc3o2)c1 | 1881 | 1541
104 | C/C(=C\c1ccco1)CN1CCN(Cc2ccc(C)o2)C(CCO)C1 (stereo unspecified) | 1789 | 1414
105 | O=C(CCS(=O)(=O)Cc1ccccc1)Nc1ccc2c(c1)OCCO2 | 1771 | 1655
106 | O=C(NC(Cc1c[nH]c2ccccc12)C(=O)N/N=C/c1cccc2ccccc12)c1cccs1 (stereo unspecified) | 1725 | 1573
107 | CCCCN(C)C(=O)c1nc2ccccn2c1CN1CCN(C/C=C/c2ccccc2)CC1 | 1712 | 1352
108 | COc1ccc(C(CCN(Cc2ccc(OC)c(OC)c2)C(C)=O)c2ccccc2)cc1 (stereo unspecified) | 1900 | 1639
109 | Clc1nc(-c2cccnc2)nc2scc(-c3ccccc3)c12 | 1512 | 1520
110 | CC(C)Cn1c(N)c(C(=O)COC(=O)c2cc(C(F)(F)F)nc3c(C(F)(F)F)cccc23)c(=O)n(C)c1=O | 1887 | 1664

High-throughput results as filed in PubChem BioAssay.
